Arrestin-AP2 inh – human beta-arrestin and AP2 interaction inhibition. 0.31% of 340,000 active. inhibition, % at 10 µM. FITC-arrestin peptide / GST-AP2 beads, flow cytometry; AP2 beta2 appendage carries R879A mutation;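 active means inhibition above a set limit, near 3 SD of compounds lacking own fluorescence, cut at about 54% in these data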;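 further: plate controls were DMSO wells for no effect and 5 µM unlabelled arrestin peptide for full effect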
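Test system: GST-tagged AP2 beta2-adaptin appendage (R879A) on 4 µm glutathione beads; also added: fluorescein-tagged arrestin peptide at 50 nM final; timing: 12 min plus 1 h, RT; signal: flow cytometry, FL1 (488/535 nm); read-out: percent drop in bead-associated FITC signal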
CAL PDZ FP-1 – blocks peptide binding to the human CAL PDZ domain | Q9HD26 | purified CAL PDZ, TMR-peptide fluorescence polarization, 1 h | inhibition, % at 24.9 µM | 0.92% of 300,000 active | AID 602252;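 active means mean inhibition of at least 30% with at least half of replicates also reaching 30%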;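 further: 0% = DMSO neutral control and 100% = excess unlabeled competitor peptide PRC23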
DAGLB inh – blocks human DAGLB lipase activity | Q8NCG7 | inhibition, % at 5.17 µM | 0.059% of 340,000 active | AID 504411 | HEK293T DAGLB membrane lysate, EnzChek fluorogenic substrate; in the data active means inhibition above about 34%;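 further: 0% = enzyme with vehicle and 100% = wells lacking enzyme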
LANA DNA inh – blocks KSHV LANA C-terminal domain binding to DNA; MBP-C-LANA/FAM-LBS DNA binding, fluorescence polarization; inhibition, % at 9 µM; 0.078% of 340,000 active; AID 504423;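 active means highest replicate inhibition at or above 60% at 9 µM, even if other replicates fall short; inactive means all replicates below 60% inhibition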;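 further: 0% = neutral control wells and 100% = 4 µM acridine orange control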
RTF Ca sens inh – cardiac RTF calcium desensitization. AID 493244. 0.12% of 340,000 active. inhibition, % at 7.15 µM. P19429+P45379. IANBD-labeled cardiac RTF, Ca2+ fluorescence;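 active means inhibition above the mean inhibition of all tested compounds plus 3 SD, cut at about 17% in these data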;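 further: assay run at fixed EC70 calcium of 1.6 mM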
CAL PDZ FP-2 – blocks peptide binding to human CAL PDZ domain. Q9HD26. purified CAL PDZ, TMR-peptide fluorescence polarization, 1 h. inhibition, % at 20 µM. 0.02% of 330,000 active. AID 504414;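 active means highest replicate inhibition of at least 40%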;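 further: plate controls were DMSO neutral control wells for no effect and unlabeled competitor peptide control wells for full effect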
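Material: tagged CAL PDZ domain; buffer or medium: 25 mM sodium phosphate pH 7.4, 150 mM NaCl, TCEP, IgG, Thesit; compound dosing: single point, 20 µM; schedule: 1 h incubation at room temperature before polarization reading; measured by: FP readout, S and P plane fluorescence; read-out basis: percent inhibition from loss of millipolarization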
Keap1 Nrf2 FP – inhibitors of human Keap1-Nrf2 protein-protein interaction; Keap1 Kelch-Nrf2 peptide fluorescence polarization, 1536-well; AID 504523; Q14145; 0.15% of 340,000 active; inhibition, % at 9.4 µM; in the data active means inhibition above about 12%;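 further: human Keap1 Kelch domain with fluorescein labeled Nrf2 9mer peptide probe; 0% = neutral control wells and 100% = peptide positive control; higher means more block of Keap1 binding to Nrf2 peptide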
NSD2 HMT inh – inhibitors of human histone methyltransferase NSD2; NSD2 peptide methylation, AlphaScreen, 120 min; inhibition, % at 12.5 µM; 0.54% of 310,000 active; AID 743445; in the data active means inhibition above about 50%
DSG3 Ab inh – inhibitors of pemphigus antibody binding to human desmoglein-3 | P32926 | DSG3-coupled beads, scFv-anti-DSG3-GFP binding, flow cytometry; hits give low values | binding (percent of control), % at 10 µM | 0.48% of 310,000 active;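 active means binding more than 3 SD below its plate's average and above zero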;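 further: hits lower antibody fragment binding to DSG3; some compounds called inactive have numbers as strong as hits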
Target sequence (P32926 whole entry, looked up, the tested form may be a part): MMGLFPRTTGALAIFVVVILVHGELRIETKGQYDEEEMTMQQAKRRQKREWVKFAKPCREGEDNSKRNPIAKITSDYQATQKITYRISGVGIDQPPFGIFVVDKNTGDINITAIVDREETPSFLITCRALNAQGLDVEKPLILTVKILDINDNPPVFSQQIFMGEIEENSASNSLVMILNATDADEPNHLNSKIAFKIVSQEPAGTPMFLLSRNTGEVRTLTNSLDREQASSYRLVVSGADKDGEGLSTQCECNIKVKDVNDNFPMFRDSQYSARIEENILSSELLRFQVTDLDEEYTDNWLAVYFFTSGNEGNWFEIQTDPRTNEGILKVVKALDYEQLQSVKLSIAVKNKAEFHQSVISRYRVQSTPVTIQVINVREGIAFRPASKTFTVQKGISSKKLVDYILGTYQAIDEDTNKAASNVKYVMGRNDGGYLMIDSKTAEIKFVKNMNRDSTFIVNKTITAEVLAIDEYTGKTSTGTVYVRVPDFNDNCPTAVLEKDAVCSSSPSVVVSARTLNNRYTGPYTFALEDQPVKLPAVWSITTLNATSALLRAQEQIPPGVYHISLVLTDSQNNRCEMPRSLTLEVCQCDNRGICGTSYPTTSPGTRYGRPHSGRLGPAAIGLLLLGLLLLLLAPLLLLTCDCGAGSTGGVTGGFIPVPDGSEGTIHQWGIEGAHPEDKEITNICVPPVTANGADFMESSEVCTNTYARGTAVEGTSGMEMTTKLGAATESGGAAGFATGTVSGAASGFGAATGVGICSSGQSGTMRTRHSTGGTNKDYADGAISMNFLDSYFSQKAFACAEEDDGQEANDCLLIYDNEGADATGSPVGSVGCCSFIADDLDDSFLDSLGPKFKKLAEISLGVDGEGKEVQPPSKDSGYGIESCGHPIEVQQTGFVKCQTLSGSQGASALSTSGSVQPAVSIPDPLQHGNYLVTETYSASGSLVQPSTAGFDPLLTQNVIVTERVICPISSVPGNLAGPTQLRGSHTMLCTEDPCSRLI
V-ATPase pHluor – alters yeast V-ATPase proton transport; AID 504577; S. cerevisiae, pHLuorin cytosolic pH fluorescence; response, % at 10 µM; 0.37% of 350,000 active; in the data active means response mostly above about 7.3%, no sharp cut-off; inactive means mostly below about 5.4%; further: actives read high; inactives centre near 0; some compounds called inactive have numbers as strong as hits; reference of the scale not given here
Active calls of the source: *; . = not tested or not shown.

Order of results – NSD2 HMT inh, CAL PDZ FP-2, DSG3 Ab inh, DAGLB inh, LANA DNA inh, CAL PDZ FP-1, V-ATPase pHluor, RTF Ca sens inh, Arrestin-AP2 inh, Keap1 Nrf2 FP
- CCCN(CCC)CCNc1c(NC2CCN(C(=O)OCC)CC2)c(=O)c1=O
    ., -0.7, 105, 1, 0.1, ., 4, -4, 2, -4
- CC1CC2=C(NC(=S)NC2c2cccc(F)c2)/C(=C/c2cccc(F)c2)C1 (centres undefined)
    -1, -8.4, 84, -2, 1.3, 2, -2, 2, 1, 6
- O=C(Cc1ccc(Cl)cc1)NCC(=O)N1CCCC1
    0, ., 102, -1, -1.4, -3, 1, -1, -5, -2
- CSc1ccc(NC(=O)NN(c2ccccc2)C2CCS(=O)(=O)C2)cc1 (centres undefined)
    4, ., 102, 1, ., ., 0, ., ., .
- COc1ccccc1C1NC(=O)NC(C)=C1C(C)=O (centres undefined)
    -1, -1.7, 120, -1, -1.2, -4, 0, 3, -4, 0
- CN(C(=O)c1cccc(NC(=O)Cc2ccc(NC(=O)C3CCN(C(=O)CCc4ccccc4)CC3)cc2)c1)C1CCCCC1
    ., 0.1, 107, 2, 1.3, -5, 7.7*, -11, 6, -3
- FC(F)(F)c1cccc(-c2ccc(-c3csnn3)o2)c1
    -4, -3.3, 102, -6, 1.4, -3, 0, 4, -4, -2
- CCOC(=O)NC(Nc1ccc(OC)cc1)(C(F)(F)F)C(F)(F)F
    2, -1.3, 99, 2, -1.4, ., 2, 4, -3, -4
- CCN1CCCC1CNC(=O)c1cc(N)ccc1OC (centres undefined)
    2, ., 101, ., ., ., 0, ., 26, .
- CC1=NN(c2ccccc2)C(c2ccco2)C1 (centres undefined)
    6, -0.3, 90, -1, -0.2, ., 3, -6, 21, 2
- COc1ccc(CNC(=O)CSc2nnc(C)c(=O)[nH]2)cc1
    -3, -0.2, 97, -5, 2.3, ., 0, -4, 1, 4
- O=S(=O)(c1ccc(Cl)cc1)N1CCN=C1SCc1cccnc1
    1, -0.6, 96, -2, -0.2, 18, 5, -5, -2, -1
- Cc1cnc(NC(=O)C(C)N2CCN(C)CC2)s1 (centres undefined)
    2, 0.0, 102, 1, -0.5, -6, -2, 6, 0, -6
- COc1cccc(C2/C(=C(/O)c3ccc4c(c3)CC(C)O4)C(=O)C(=O)N2CC2CCCO2)c1 (centres undefined)
    ., -2.6, 109, -2, -1.5, -2, -3, 2, 7, -6
- O=C(Nc1ccc(S(=O)(=O)Nc2ccc(Cl)cc2)cc1)C1CCCO1 (centres undefined)
    -1, 0.0, 100, -1, 0.4, ., 2, -6, 2, 3
- COc1cc(SC)ccc1C(=O)Nc1nc(C)cs1
    ., -4.1, 100, -4, 49, -1, -1, -8, -31, -5
- O=C(COC(=O)c1c2c(nc3ccccc13)CCCC2)c1cccs1
    -5, -2.6, 104, -4, -2.0, -5, 3, -4, 0, -4
- Cc1ccc(OCC(=O)OCc2c(C)noc2C)cc1C
    0, ., 101, -3, 0.3, 4, -1, -4, -7, 7
- CCOC(=O)C1=C(N)OC2=C(C(=O)CC(C)(C)C2)C1C1CCCCC1 (centres undefined)
    -1, -0.7, 110, -3, 0.0, 0, 0, -2, 5, -3
- Cc1cccc(/C=N/NC(=O)c2ccc(NC(=O)c3ccc(F)cc3)cc2)n1
    -6, -5.3, 99, 2, 0.1, -5, 1, 7, 1, 3
- Cn1c(=O)c2c(nc(N3CCCCCC3)n2CC(O)COc2ccccc2)n(C)c1=O (centres undefined)
    -4, -1.3, 101, -2, -0.8, 4, 0, 4, -5, -7
- O=C(NCc1csc(-c2cccs2)n1)c1ccsc1
    -1, 0.1, ., 1, -0.2, -4, 7, 3, -1, -1
- C=CCNC(=O)[C@@H]1CSC2c3ccc(OC)c(OC)c3C(=O)N21 (some centres undefined)
    1, 0.2, 99, -2, 0.8, ., -1, -2, 9, -6
- O=C(O)c1ccc(COc2ccccc2[N+](=O)[O-])o1
    1, 1.6, 97, 1, 0.9, 2, -1, 1, -1, -1
- S=C(Nc1ccc(Cl)cc1)N1CCCCC1
    0, -1.6, 104, 0, -0.2, 2, -1, 15, 26, -2
- CCc1ncc(CN2CCCC(C(=O)Nc3ccc(-c4cscn4)cc3)C2)cn1 (centres undefined)
    -10, -2.3, 103, 1, 0.0, -4, -5, 0, 10, -2
- COc1ccc(Nc2nc(Cl)nc(Nc3ccc(OC)cc3)n2)cc1
    -2, -2.4, 76, -1, -1.5, -3, -5, -4, 4, -2
- COc1ccccc1OCC(=O)N1CCC2(CC1)CC(=O)c1ccccc1O2
    4, -2.7, 102, 0, -1.2, 3, 2, 3, -4, -1
- CCN(CC)Cc1cc2[nH]c3c4ccc(Cl)cc4ncc3c2cc1OC
    1, -5.0, 103, -3, -10, ., 0, -5, -5, 1
- Cc1c(Cl)cccc1NC(=S)Nc1ccc2[nH]c(=O)[nH]c2c1
    8, 0.9, 96, -1, -0.9, -1, -4, -8, -4, 1

Quoted at random: 5 records from the list, in no set order.
Order of results – NSD2 HMT inh, CAL PDZ FP-2, DSG3 Ab inh, DAGLB inh, LANA DNA inh, CAL PDZ FP-1, V-ATPase pHluor, RTF Ca sens inh, Arrestin-AP2 inh, Keap1 Nrf2 FP
- CC1=NN(c2ccccc2)C(c2ccco2)C1 (centres undefined)
    6, -0.3, 90, -1, -0.2, ., 3, -6, 21, 2
- COc1cc(SC)ccc1C(=O)Nc1nc(C)cs1
    ., -4.1, 100, -4, 49, -1, -1, -8, -31, -5
- O=S(=O)(c1ccc(Cl)cc1)N1CCN=C1SCc1cccnc1
    1, -0.6, 96, -2, -0.2, 18, 5, -5, -2, -1
- CCN1CCCC1CNC(=O)c1cc(N)ccc1OC (centres undefined)
    2, ., 101, ., ., ., 0, ., 26, .
- COc1cccc(C2/C(=C(/O)c3ccc4c(c3)CC(C)O4)C(=O)C(=O)N2CC2CCCO2)c1 (centres undefined)
    ., -2.6, 109, -2, -1.5, -2, -3, 2, 7, -6

New compounds follow
Order of results – NSD2 HMT inh, CAL PDZ FP-2, DSG3 Ab inh, DAGLB inh, LANA DNA inh, CAL PDZ FP-1, V-ATPase pHluor, RTF Ca sens inh, Arrestin-AP2 inh, Keap1 Nrf2 FP
- COc1ccc(S(=O)(=O)NCC2CCCN(Cc3cccnc3)C2)cc1 (centres undefined)
    3, -2.0, 98, -2, 0.1, 1, -1, -17, 27, -3
- C=CCN1C(=O)/C(=C/c2ccc(-c3ccc(F)cc3)o2)SC1=S
    ., 0.0, 106, 0, 2.6, ., 7, -20, 67*, -1
- CCC(C)c1ccc(-n2c(=O)c3ccccc3n3c(=S)[nH]nc23)cc1 (centres undefined)
    -2, -1.7, ., -2, 0.6, 6, -4, 4, 28, 3
- O=C(O)COc1ccc(/C=N/NC(=O)Cc2ccc(Cl)cc2)cc1
    -8, -2.7, 99, 3, -0.4, 1, -1, 2, 2, -2
- O=C(c1ccc(Cl)c(S(=O)(=O)N2CCCCC2)c1)N1CCCC(C(F)(F)F)C1 (centres undefined)
    1, 0.5, ., -3, 3.8, -4, -2, 1, 21, -2
- COc1ccccc1C(=O)OCCNC(=O)Cn1cnc2c1c(=O)n(C)c(=O)n2C
    -1, 0.2, 108, 1, -1.3, -1, 0, 0, -8, -5
- O=C(c1ccc(COc2c(F)c(F)cc(F)c2F)o1)N1CCN(c2ccccc2)CC1
    -5, -0.8, 108, -4, 0.6, -3, -1, 6, 1, -4
- COc1cccc2cc(C(C)N(CCCN3CCOCC3)C(=S)Nc3ccccc3C)oc12 (centres undefined)
    2, -2.3, 90, -2, -0.7, -1, -1, 0, -3, 2
- Cc1ccc(S(=O)(=O)NCC(C)NS(=O)(=O)c2ccccc2[N+](=O)[O-])cc1 (centres undefined)
    3, -1.7, 102, -2, -0.7, -5, -1, -11, -5, -1
- CC1(C)Cc2c(sc3c2c(=N)n(Cc2ccco2)c(=O)n3Cc2ccc(Cl)cc2)CO1
    -2, -1.5, 117, -2, -1.6, -2, 1, -11, -8, -6
- CCCC(=O)N(c1ccc(C(=O)O)cc1)c1nc(-c2ccccc2)c(C)s1
    0, -0.7, 96, 1, 0.5, ., -1, 0, 0, -5
- O=C(Cn1cnc(S(=O)(=O)N2CCCC2)c1)Nc1cccc(Br)c1
    0, -1.2, 97, 3, -1.2, 50*, -4, -5, 5, 1
- CCS(=O)(=O)N1CCC(C(=O)NCc2ccccn2)CC1
    -7, -1.8, 96, 0, -0.1, -3, -1, -1, 7, -5
- COC(=O)c1ccc(NC(=O)C2CCCCC2C(=O)O)cc1 (centres undefined)
    ., ., 106, 2, -0.3, -3, ., 7, -2, -2

2 of these compounds, set out differently.
mol	NSD2 HMT inh	CAL PDZ FP-2	DSG3 Ab inh	DAGLB inh	LANA DNA inh	CAL PDZ FP-1	V-ATPase pHluor	RTF Ca sens inh	Arrestin-AP2 inh	Keap1 Nrf2 FP
Cc1ccc(OCC(=O)OCc2c(C)noc2C)cc1C	0	.	101	-3	0.3	4	-1	-4	-7	7
CCOC(=O)C1=C(N)OC2=C(C(=O)CC(C)(C)C2)C1C1CCCCC1 (centres undefined)	-1	-0.7	110	-3	0.0	0	0	-2	5	-3

Only part of the results is shown; rates above refer to the full screens.
